# Rhodamine autofl: compound autofluorescence in rhodamine spectral region; max dye-equivalent concentration, M; Rhodamine-region fluorescence, 547/598 nm, Tris buffer; stronger effect = higher value; 59,000 compounds, 0.05% hits; in the data active = max dye-equivalent concentration above about 11 nM; inconclusive = between about 1.1 nM and that limit
#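 Intensities are converted to rhodamine-equivalent concentration using a six-point rhodamine standard on each plate. Compounds sit 15 min at room temperature in 100 mM Tris buffer, pH 8.0; read uses the 547/598 nm excitation/emission pair.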
# HADH2 inhib: HADH2 (human) dehydrogenase inhibition; Q99714; recombinant HADH2, NADH fluorescence, beta-hydroxybutyryl-CoA; Potency, µM (highest dose often 57.1 µM), for inactives: at the top dose activity change, negative = inhibition, hits mostly inhibitors; 73,000 compounds, 3.4% hits; AID 886; note: potency is the fitted concentration of half-maximal effect; % is set by controls: 0 for no effect and ±100 for the full control effect; nearly all actives have a fitted effect of over 60% in size; many of its hits are not listed in these tables
#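 Buffer 100 mM Tris-HCl pH 9.0/0.01% Tween-20; HADH2 20 nM; NAD+ 1 mM; beta-hydroxybutyryl-CoA 90 uM (all final). 15 min cpd preincubation, RT.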
# BRCT PPI green: blocks human BRCA1 BRCT binding to phosphopeptide, green readout; BRCA1 BRCT-phosphopeptide binding, green fluorescence polarization; 75,000 compounds, 0.05% hits; P38398; Potency, µM (highest dose often 76.9 µM), without a hit: at the top dose activity change, negative = inhibition, actives largely listed as inhibitors;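 note: potency is the fitted concentration of half-maximal effect; plate controls were peptide without protein for full effect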
#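 Fluorescence polarization: His-tagged BRCT (~35 kDa BRCA1 C-terminus, 250 nM) bound to 100 nM fluorescein-labeled phosphorylated 10-aa BACH1 peptide, pH 7.3 phosphate buffer with DTT and Tween 20. Compounds incubated 12 min at room temperature; inhibition read as lowered polarization.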
# Casp1 inh: blocks human caspase-1 allosterically or competitively; AID 900; Caspase-1 enzyme, Ac-WEHD-AFC fluorogenic rate; 75,000 compounds, 0.03% hits; Potency, µM (highest dose often 57.5 µM), without a hit: at the highest dose activity change, negative = inhibition, usual class: inhibitors; P29466;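 note: potency is the fitted concentration of half-maximal effect; plate controls were vehicle for no effect and no substrate for full effect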
# BRCT inh red: disrupts BRCA1 BRCT binding to phosphoprotein, red fluorophore readout. P38398. BRCT-phosphopeptide binding, red fluorescence polarization. Potency, µM (doses to about 76.9 µM), for the others: top-dose activity change, negative = inhibition, most hits filed as inhibitors. 75,000 compounds, 0.03% hits; note: % is set by controls: 0 for no effect and ±100 for the full control effect
#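 Rhodamine-labelled pBACH1 10-mer (100 nM) bound to BRCT domain (100 nM) at pH 7.3; compounds incubated 12 min room temperature, polarization read. Free peptide defines full inhibition; unlabelled decapeptide titrated as control.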
# Tau fil binding: tau filament binding; recombinant tau filaments, thioflavin S fluorescence, 15 h; filaments grown with octadecylsulfate alongside compound; 71,000 compounds, 2% hits; Potency, µM (top dose mostly 57.1 µM), inactives show at the top dose activity change, negative = inhibition; AID 596;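 note: potency is the fitted concentration of half-maximal effect; % is set by controls: 0 for no effect and ±100 for the full control effect; actives lower thioflavin S fluorescence by blocking filaments or displacing dye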
#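 Recombinant tau protein (human, 1 uM final) plus 30 uM ODS in HEPES pH 7.4 with NaCl, DTT and thioflavine S. Compound present from the start; fluorescence at 510 nm after 15 h, 37 C.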
# ALOX15 inhib: blocks human 15-lipoxygenase activity; Potency, µM (titrated, usually from 57.1 µM), for the others: at the highest dose activity change, negative = inhibition, hits mostly inhibitors; P16050; 74,000 compounds, 1.4% hits; AID 887; purified 15hLO-1, xylenol orange hydroperoxide absorbance; note: potency is the fitted concentration of half-maximal effect; % is set by controls: 0 for no effect and ±100 for the full control effect; nearly all actives have a fitted effect of over 55% in size
#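 Hydroperoxide formed from arachidonic acid (50 uM) by purified human 15hLO-1 (40 nM) oxidizes ferrous iron, and the ferric-xylenol orange complex is read at 573 versus 405 nm. Compounds were preincubated 15 min; reaction ran 6 min at room temperature.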
# Casp7 inh: caspase-7 (human) inhibition, allosteric or competitive; Potency, µM (highest dose often 57.5 µM), without a hit: top-dose activity change, negative = inhibition, hits mostly inhibitors; P55210; recombinant caspase-7, Ac-DEVD-AFC fluorescence rate; 75,000 compounds, 0.02% hits; active = well fitted inhibition curve with a large enough effect in the main read-out, with a control signal flat, not every such curve was filed as active; inconclusive = small, poorly fitted or top-dose-only effect, or a change in a side signal; note: potency is the fitted concentration of half-maximal effect; % of control where 0% means no effect
# USP2a inh: inhibitors of human ubiquitin-specific protease USP2a; USP2a enzymatic assay, qHTS inhibition; O75604; Potency, µM (doses to about 38.3 µM), inactives show at the highest dose activity change, negative = inhibition, hits mostly inhibitors; AID 927; 60,000 compounds, 0.1% hits;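 note: potency is the fitted concentration of half-maximal effect; nearly all actives have a fitted effect of over 60% in size; plate controls were DMSO for no effect and NEM full inhibition control for full effect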
#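 20 nM USP2 core + cpd, 30 min RT; add 20 nM Ub-PLA2/20 uM NBD C6-HPC; read Ex460/Em535 at 0 h and 2.5 h. Normalized to NEM; qHTS curve fit/classification.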
# Pol III holo inh: DNA polymerase III holoenzyme inhibition | 71,000 compounds, 0.25% hits | Potency, µM (titrated, usually from 57.1 µM), without a hit: top-dose activity change, negative = inhibition | reconstituted DNA polymerase III holoenzyme replication, biochemical; note: potency is the fitted concentration of half-maximal effect; % is set by controls: 0 for no effect and ±100 for the full control effect
#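 Reconstituted *E. coli* holoenzyme (0.35 nM Pol III, 1 nM beta, 154 nM SSB, 2 nM primase) was preincubated with compound for 15 min at RT. Synthesis on 1.4 nM ssM13Gori ran 35 min, then was stopped with PicoGreen/EDTA and read as dsDNA fluorescence.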
# HEK293 cAMP cs: counter-screen for TSHR agonists: cAMP increase in parental HEK293 | parental HEK293 CNG cAMP sensor, membrane potential fluorescence | Potency, µM (highest dose often 57.1 µM), inactives show top-dose activation, actives largely listed as activators | 73,000 compounds, 2.5% hits | AID 938; note: potency is the fitted concentration of half-maximal effect; % of control where 0% means no effect; nearly all actives have a fitted effect of over 55% in size
#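 Parental HEK 293 cells stably expressing a cAMP-gated CNG channel were loaded with membrane potential dye containing 100 uM RO 20-1724 for 60 min. Compound added for 30 min; depolarization read as fluorescence intensity at 590 nm.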
# * marks the source's active call; other numbers are inactive results; i = inactive; ? = inconclusive; nt = not tested or not shown; & = joins results of further samples; [ ] = remark or other dose. Unless noted, calls come from the whole dose curve; as a rule, active = well fitted curve in the direction sought with a large enough effect; inconclusive = small, poorly fitted or top-dose-only effect, or another doubt; inactive = no such curve, though single readings can be large; an effect the other way counts as inactive or inconclusive. A portion of the library; count on the stated rates, not on these rows.
SMILES,Rhodamine autofl,HADH2 inhib,BRCT PPI green,Casp1 inh,BRCT inh red,Tau fil binding,ALOX15 inhib,Casp7 inh,USP2a inh,Pol III holo inh,HEK293 cAMP cs
O=S1(=O)NC(=NCc2ccco2)c2ccccc21,i,-3%,-2.5%,-2%,-1.0%,3%,2%,2%,-3%,0%,4%
CCCC(=NCC(=O)O)C1=C(O)C(C(=O)OC)C(C)(C)CC1=O (stereo not drawn),nt,-1%,-0.5%,-1%,-0.9%,8%,6%,-2%,-6%,-1%,-2%
Cc1ccc(NC(=O)C2CCCN(S(=O)(=O)c3c(C)noc3C)C2)cc1F (stereo not drawn),i,5%,1.1%,-1%,1.2%,72%,14%,1%,4%,3%,4%
Cc1cc(C)n(-c2cc(-c3ccccc3)nc(C)n2)n1,i,?,0.8%,-1%,1.8%,15%,-11%,0%,16%,0%,8%
O=C(NCCN1CCOCC1)c1cc2sccc2n1Cc1ccc(Cl)cc1,nt,3%,2.4%,-1%,0.5%,nt,?,-1%,nt,nt,3%
Cc1cccc(Cn2cnc3c(nnn3Cc3ccc(F)cc3)c2=O)c1,i,5%,0.2%,-3%,-2.0%,-7%,-17%,-4%,10%,-2%,26%
O=C(NCc1cccnc1)Nc1ccc(F)cc1F,i,1%,0.1%,2%,1.0%,4%,0%,1%,3%,-4%,0%
Cc1nc(NC2CCCCC2)c2nc(-c3ccccc3)n(C(C)CN(C)C)c2n1 (stereo not drawn),nt,-23%,-0.8%,2%,0.6%,-10%,-6%,1%,nt,-7%,?
Cc1cc(=O)[nH]c2cc(Cl)ccc12,i,-7%,-0.3%,-1%,-2.3%,1%,-1%,-1%,14%,2%,7%
CCOC(=O)N1CCN(S(=O)(=O)c2ccc(OC)c3ccccc23)CC1,i,2%,-0.2%,-2%,-0.8%,-14%,-16%,-4%,19%,-2%,?
Cc1ccc(C2CC(c3ccc(C)cc3)n3nc(N)nc3N2)cc1 (stereo not drawn),nt,6%,-1.3%,-4%,1.2%,-6%,6%,-7%,nt,0%,4%
CC(C)c1ccc(N(CC(=O)O)S(=O)(=O)c2cccnc2)cc1,nt,-8%,1.1%,-1%,-1.7%,10%,1%,0%,nt,-3%,3%
COc1ccc2[nH]cc(CCNc3cc(-c4ccccc4CN(C)C)ncn3)c2c1,i,4%,-6.2%,-9%,0.8%,-3%,22%,-17%,-14%,-3%,?
COc1ccc(C)cc1NC(=O)c1nc2nc(C)cc(C)n2n1,i,57%[activator],-1.1%,1%,0.7%,0%,0%,-11%,0%,2%,2%
C=CCOC(=O)Nc1c(C(=O)OC)[nH]c2ccccc12,i,?,1.3%,-3%,-0.2%,-26%,-4%,-2%,6%,-4%,6%
C[C@@]12C[C@H](O)[C@@H]3[C@H](CCC4=CC(=O)CC[C@]43C)[C@H]1CC[C@@H]2c1csc(N)n1,i,13%[11.4 µM],-0.4%[15.4 µM],1%[11.5 µM],-0.5%[15.4 µM],10%[11.4 µM],6%[11.4 µM],-3%[11.5 µM],nt,-12%[11.4 µM],11%[11.4 µM]
Cc1ccc2[nH]c(=O)c(C(c3nnnn3C3CCCC3)N(Cc3cccnc3)Cc3ccco3)cc2c1 (stereo not drawn),i,-12%,0.3%,-9%,-0.5%,-16%,?,-5%,24%,-4%,?
CCNC(=O)CC(=O)Nc1ccccc1C(=O)O,i,0%,-2.1%,0%,0.4%,6%,5%,0%,1%,-16%,3%
COc1cccc(NC(=O)CSc2nnc(Cn3c(=O)sc4ccccc43)n2C)c1,nt,-5%,-3.8%,-1%,-2.7%,249%,3%,0%,nt,-4%,20%
C#CCC(C(=O)OC)(C(=O)OC)C(C[N+](=O)[O-])c1ccccc1 (stereo not drawn),nt,1%[11.4 µM],0.3%[15.4 µM],-1%[11.5 µM],-1.4%[15.4 µM],nt,-4%[11.4 µM],1%[11.5 µM],nt,nt,-1%[11.4 µM]
Cc1c(S(=O)(=O)O)ccc(N=Nc2c(O)c(C(=O)O)cc3ccccc23)c1Cl,i,14%[11.4 µM],-3.5%[15.4 µM],-1%[11.5 µM],-0.2%[15.4 µM],-28%[11.4 µM],10%[11.4 µM],-4%[11.5 µM],nt,-13%[11.4 µM],-24%[11.4 µM]
CCCc1[nH]nc2c1C1(C(=O)N(CC)c3ccccc31)C(C#N)=C(N)O2 (stereo not drawn),i,8%,-3.9%,-2%,-0.8%,5%,15%,2%,8%,-2%,14%
Cc1nc2scc(-c3ccccc3)c2c(=O)n1/N=C/c1ccco1,i,-2%,-0.8%,-3%,0.2%,8%,-9%,-1%,7%,-4%,2%
COc1ccc(NC(C)=O)cc1NC(=O)CSc1nnc(-c2ccc(F)cc2)n1N,i,7%,-1.3%,-1%,0.6%,-4%,6%,-1%,3%,-5%,-3%
Cn1c(SCC(=O)Nc2cc(=O)n(C)c(=O)n2C)nnc1-c1cccs1,nt,-2%,0.4%,-2%,-0.7%,19%,12%,2%,0%,1%,13%

# Fetched one by one from the entries so far (3):
SMILES,Rhodamine autofl,HADH2 inhib,BRCT PPI green,Casp1 inh,BRCT inh red,Tau fil binding,ALOX15 inhib,Casp7 inh,USP2a inh,Pol III holo inh,HEK293 cAMP cs
Cn1c(SCC(=O)Nc2cc(=O)n(C)c(=O)n2C)nnc1-c1cccs1,nt,-2%,0.4%,-2%,-0.7%,19%,12%,2%,0%,1%,13%
CCCc1[nH]nc2c1C1(C(=O)N(CC)c3ccccc31)C(C#N)=C(N)O2 (stereo not drawn),i,8%,-3.9%,-2%,-0.8%,5%,15%,2%,8%,-2%,14%
C=CCOC(=O)Nc1c(C(=O)OC)[nH]c2ccccc12,i,?,1.3%,-3%,-0.2%,-26%,-4%,-2%,6%,-4%,6%

# (further entries)
SMILES,Rhodamine autofl,HADH2 inhib,BRCT PPI green,Casp1 inh,BRCT inh red,Tau fil binding,ALOX15 inhib,Casp7 inh,USP2a inh,Pol III holo inh,HEK293 cAMP cs
Cc1cc(C(F)(F)F)nc(SCC(=O)Nc2ccccc2)n1,i,3%,3.1%,-2%,-0.1%,-2%,-4%,0%,3%,1%,5%
CCOC(=O)C1CCN(c2cc(=O)n(-c3ccccc3Cl)c(=O)[nH]2)CC1,i,-10%,-1.5%,1%,0.5%,3%,4%,-1%,-1%,2%,?
COc1ccccc1N(C)S(=O)(=O)c1ccc(C(=O)OCC(=O)NCc2ccco2)cc1,i,4%,-2.3%,-1%,-2.0%,0%,1%,0%,4%,0%,4%
O=C(Cn1nc(C(F)(F)F)c2c1CCCC2)NCc1ccco1,i,9%,-1.8%,1%,-1.4%,0%,10%,-1%,0%,-5%,29%
C/C(CCN1CCCc2nc(C)c(C)cc21)=N\OC[C@@H](O)COCc1ccco1,nt,3%[11.4 µM],-0.3%[15.4 µM],-6%[11.5 µM],-1.7%[15.4 µM],nt,-5%[11.4 µM],-9%[11.5 µM],nt,nt,8%[11.4 µM]
COCc1nnc(NS(=O)(=O)c2ccc(Br)cc2)s1,i,-5%,-5.7%,1%,-0.3%,1%,0%,1%,-3%,-5%,9%
CCn1c(N)c(C(N)=O)sc1=S,i,25µM*,-0.9%,-4%,1.0%,15%,?,-1%,5%,-3%,-6%
N[C@@H](C(=O)O)c1ccc(C(=O)O)c(C(=O)O)c1,nt,?,-3.6%&-2.3%&0.8%,-2%&-2%&2%,-2.7%&0.1%&-5.6%,?,-2%&-9%&-21%[25.6 µM],1%&0%&0%,nt,-5%&-4%&0%,-3%&-1%&5%
O=C(NC(C(=O)c1ccccc1)n1cnccc1=O)c1ccccc1 (stereo not drawn),nt,-12%,-0.2%,-1%,0.9%,16%,-6%,0%,-5%,-5%,6%
O=C(Cn1cnc2ccccc21)NCc1ccccc1,i,14%,-1.7%,-6%,0.8%,18%,-5%,-9%,11%,-10%,18%
C=CCc1ccccc1OCC(O)CNC (stereo not drawn),i,-24%,-4.8%,-2%,0.8%,6%,-16%,1%,-12%,-1%,11%
Cc1cc(C(=O)CSc2nnnn2-c2ccc(O)cc2)c(C)n1Cc1ccc2c(c1)OCO2,i,-25%,1.4%,-2%,-1.5%,134%,-21%,-2%,36%[activator],-3%,?
CCn1c(=O)n(CC(=O)N2CCN(c3ccccc3F)CC2)c(=O)c2ccccc21,i,-8%,0.2%,2%,0.7%,14%,4%,0%,21%,4%,4%

# Three entries from above, ordered by the value under BRCT PPI green, falling:
SMILES	BRCT PPI green
CCCC(=NCC(=O)O)C1=C(O)C(C(=O)OC)C(C)(C)CC1=O (stereo not drawn)	-0.5%
Cc1nc(NC2CCCCC2)c2nc(-c3ccccc3)n(C(C)CN(C)C)c2n1 (stereo not drawn)	-0.8%
Cc1ccc(C2CC(c3ccc(C)cc3)n3nc(N)nc3N2)cc1 (stereo not drawn)	-1.3%

# High-throughput results from PubChem.
